Compound activity (PubChem)
Hsp70 inhibitors: Hsp70 inhibitors, probe displacement, primary screen, biochemical, fluorescence polarization (AID 583); Hsp70 fluorescence polarization probe displacement, mP; higher % means a stronger effect; one-dose displacement, % at 20 µM; IC50 in µM for titrated hits; actives 0.06% (n = 140,000); in the data active = displacement above about 50%;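 note: plate controls were vehicle for no effect and reference ligand for full effect; a part of the inactive calls stands beside numbers as strong as those of hits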
Rat MKP-3 inhibitors: inhibition of rat DUSP6 enzyme activity – biochemical, in vitro, primary screen (AID 425); recombinant MKP-3 phosphatase activity, fluorescence; higher % means a stronger effect; inhibition, % at 20 µM, or IC50 in µM where a hit was titrated; actives 0.17% (n = 110,000); in the data active = inhibition above about 50%;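 note: plate controls were vehicle for no effect and reference inhibitor for full effect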
Starred values were filed as active, the others as inactive; / = not tested or not shown; & = joins results of further samples.

SMILES	Hsp70 inhibitors	Rat MKP-3 inhibitors
COc1ccc(OC)c(C2C(C(C)=O)=C(O)C(=O)N2CCN(C)C)c1 (configuration not stated)	-1.2%	2.0%
COc1cccc(C(=O)N2CCN(Cc3ccc(F)cc3)CC2)c1OC	3.9%	0.8%
O=C(O)CCC(=O)N1CCc2cc(S(=O)(=O)NCc3cccs3)ccc21	1.6%	-1.3%
COc1ccc(N(CC(=O)NCc2cccs2)S(=O)(=O)c2c(C)nn(C)c2C)cc1	3.3%	-5.0%
COc1cccc(C(=O)Nc2nc3ccc(S(C)(=O)=O)cc3s2)c1	-5.2%	2.2%
Cc1ccc(C2CC(c3ccc(F)cc3)Nc3nc(N)nn32)cc1 (configuration not stated)	1.3%	-8.0%
CC(C)Oc1cccc(C(=O)Nc2ccc(NC(=O)c3ccco3)cc2)c1	2.7%	-15.6%
c1ccc2c(-c3nn4nnnc4c4ccccc34)cccc2c1	0.8%	/
CCCCCn1c(=O)c(Cc2ccccc2)c(O)c2ccccc21	8.0%	/
O=c1oc2ccc(Br)cc2cc1-c1nc2ccccc2o1	1.3%	-1.7%
N#C/C(=C/c1cc(Br)cc(Br)c1O)c1ccc([N+](=O)[O-])cc1	1.5%	-0.4%
COc1ccc2c(Cl)c(C(=O)N3CCOCC3)sc2c1	4.1%	3.2%
COc1c(O)ccc(/C=N/NC(=O)COc2cccc(C)c2)c1[N+](=O)[O-]	0.2%	-1.4%
N/C(=N\OC(=O)COc1ccc(Cl)cc1Br)c1cccnc1	-4.6%	1.2%
O=C(Nc1ccc(O)c(-c2nc3ccccc3o2)c1)c1ccc(-c2ccc(Cl)cc2)o1	4.3%	-3.6%
CCCCNC(=O)NS(=O)(=O)c1ccc(C(=O)OC(C)C)o1	-1.7%	-8.4%
O=C(Nc1ccccc1C(=O)Nc1ccccc1)c1ccc(F)cc1	-1.5%	0.6%
O=C(COc1ccc2ccccc2c1)NCCNC(=O)COc1ccc2ccccc2c1	-1.5%	/
CCOC(=O)/C(C#N)=C/c1cc(C)n(-c2ccccc2)c1C	1.2%	/
CCN1CCN(CC(=O)Nc2cc(F)ccc2C)CC1	0.4%	-7.4%
Cc1ccc(Cn2ccc(NC(=O)c3cc(-c4ccc(Br)cc4)on3)n2)cc1	4.3%	-3.8%
CCOC(=O)/C=C/COc1ccc2oc(C)c(C(=O)OC)c2c1	1.5%	3.7%
O=C(C#Cc1ccccc1)c1cccc([N+](=O)[O-])c1	-0.8%	/
COc1ccc(C2CC(c3ccccc3)=NN2c2ccccc2OC)cc1 (configuration not stated)	-3.9%	5.1%
CCn1c(SCC(=O)N2CCC(C)CC2)nnc1-c1ccc(S(=O)(=O)N2CCN(C)CC2)cc1	-2.5%	/

Three of the entries above in order of the Rat MKP-3 inhibitors value, high to low.
SMILES	Hsp70 inhibitors	Rat MKP-3 inhibitors
COc1cccc(C(=O)N2CCN(Cc3ccc(F)cc3)CC2)c1OC	3.9%	0.8%
O=C(Nc1ccc(O)c(-c2nc3ccccc3o2)c1)c1ccc(-c2ccc(Cl)cc2)o1	4.3%	-3.6%
Cc1ccc(Cn2ccc(NC(=O)c3cc(-c4ccc(Br)cc4)on3)n2)cc1	4.3%	-3.8%

Additional records
SMILES	Hsp70 inhibitors	Rat MKP-3 inhibitors
O=C(NC1CCCCCC1)c1c(O)c2ccccc2[nH]c1=O	5.8%	0.4%
O=C1NCCCC2c3c(cc(Br)c(O)c3Br)OC12N1CCOCC1 (configuration not stated)	-2.9%	-1.0%
CS(=O)(=O)N(CC(=O)NC1CCCC1)Cc1ccc(Cl)cc1	-1.2%	/
O=C(Nc1cccc(Cl)c1)Nc1nnc(-c2ccc(Cl)cc2Cl)s1	1.2%	3.5%
CCCn1c2c(c(O)c(C(=O)Nc3ccc(OCC)cc3)c1=O)CCCC2	2.9%	-4.5%
CCCc1cc(=O)[nH]c(SCc2cc(C(=O)OC)c(C)o2)n1	2.3%	-1.4%
CCSC(SCC)[C@H](O)[C@@H](O)[C@H](O)[C@H](O)CO	-4.7%	3.1%
O=C(/C=C/N1CCCCC1)c1cccs1	1.6%	0.1%
Cc1oc2ccc(OCc3ccccc3Cl)cc2c1C(=O)O	-2.6%	1.3%
O=C(CN1C(=O)c2ccccc2C1=O)Nc1ccccc1C(=O)NC1CCCCC1	2.3%	/
Cc1ccc(C)c(C(=O)CC2(O)C(=O)Nc3ccccc32)c1 (configuration not stated)	0.6%	-6.2%
Nc1nc2n(n1)C(c1ccco1)CC(c1ccc(Cl)c(Cl)c1)N2 (configuration not stated)	3.8%	-12.0%
Clc1ccccc1Cn1nnc2c(NCCN3CCOCC3)ncnc21	-1.5%	-2.2%
O=C(Cc1ccc(Cl)cc1)Nc1ccccc1N1CCOCC1	0.9%	/
O=C1C=C/C(=N\S(=O)(=O)c2ccc3ccccc3c2)C=C1Br	1.2%	12.2%
Cc1ccc2c(c1)C1C=CCC1C(C(=O)O)N2 (configuration not stated)	38.6%	40.3%
Cn1nc(-c2ccc(Cl)cc2)c2cc(C(=O)NCCCN3CCCC3)sc21	0.9%	-0.9%
CCOc1ccc(NC(=O)C2CCCN(S(=O)(=O)c3c(C)n[nH]c3C)C2)cc1 (configuration not stated)	1.8%	-9.8%
O=C(NCC1CCCO1)c1ccccc1Cl (configuration not stated)	0.7%	-0.9%
COc1ccc([N+](=O)[O-])cc1NC1CCC(c2ccccc2)CC1 (configuration not stated)	-5.1%	0.8%
CN1C(=O)/C(=C\c2ccccc2Sc2ccc(Cl)cc2)SC1=S	-0.1%	2.9%
CC(=NCCc1ccccc1)c1c(C(F)(F)F)[nH]n(-c2nc3ccccc3s2)c1=O	-1.9%	2.2%
Cc1ccc2c(c1)NC(=O)C(CC(=O)NCCCN1CCc3ccccc3C1)O2 (configuration not stated)	1.8%	0.2%
Brc1ccc(Oc2nsnc2N2CCOCC2)cc1	0.9%	-1.1%
O=C(Nc1ccccc1CO)c1ccc(I)cc1	-6.9%	0.0%

Structures shown so far that contain a furan ring, fused or not:
SMILES	Hsp70 inhibitors	Rat MKP-3 inhibitors
CC(C)Oc1cccc(C(=O)Nc2ccc(NC(=O)c3ccco3)cc2)c1	2.7%	-15.6%
O=C(Nc1ccc(O)c(-c2nc3ccccc3o2)c1)c1ccc(-c2ccc(Cl)cc2)o1	4.3%	-3.6%
CCCCNC(=O)NS(=O)(=O)c1ccc(C(=O)OC(C)C)o1	-1.7%	-8.4%
CCOC(=O)/C=C/COc1ccc2oc(C)c(C(=O)OC)c2c1	1.5%	3.7%
CCCc1cc(=O)[nH]c(SCc2cc(C(=O)OC)c(C)o2)n1	2.3%	-1.4%
Cc1oc2ccc(OCc3ccccc3Cl)cc2c1C(=O)O	-2.6%	1.3%
Nc1nc2n(n1)C(c1ccco1)CC(c1ccc(Cl)c(Cl)c1)N2 (configuration not stated)	3.8%	-12.0%

Next section
SMILES	Hsp70 inhibitors	Rat MKP-3 inhibitors
O=C(CN(c1cccc(Cl)c1)S(=O)(=O)c1ccccc1)NCCSc1nc2ccccc2s1	-0.9%	-2.2%
CCN(CC)S(=O)(=O)c1ccc(O)c(C(=O)OCC(=O)N(C)Cc2ccccc2)c1	-0.1%	-13.4%
COc1ccc(S(=O)(=O)N2CCCN(CC(=O)Nc3ccc4c(c3)OCO4)CC2)cc1	3.6%	-6.5%
NC1=C(c2ccc(F)cc2)C(=O)CS1	-4.5%	0.8%
O=C1CSC2(N1)C1CC3CC(C1)CC2C3 (configuration not stated)	1.9%	-2.1%
COc1ccccc1N1CCN(C(=O)CSc2ccccc2)CC1	-3.1%	/
Oc1ccc2ccccc2c1/C=N/c1nccs1	104.3%	/
CC(=O)Oc1ccc2nc(-c3ccc([N+](=O)[O-])c(C)c3)oc(=O)c2c1	-3.4%	-3.3%
CCOC(=O)c1cc(-c2ccc(I)cc2)nc2ccccc12	-3.4%	2.1%
CCc1ccc(N2CC(C(=O)OCC(=O)NC3CCS(=O)(=O)C3)CC2=O)cc1 (configuration not stated)	-3.6%	-12.1%
CCNc1nc2c(c(=O)[nH]c(=O)n2C)n1Cc1ccc(F)cc1	-0.4%	-5.3%
CCOC(=O)N1CCN(C(=O)CSc2nnc(-c3ccccc3OC)o2)CC1	9.1%	-1.2%
CCn1c(SCC(=O)c2[nH]c(C)c(C(C)=O)c2C)nnc1-c1cccs1	/	-13.6%
CCn1nc(C(=O)O)c(=O)c2cc3c(cc21)OCO3	-2.6%	-1.4%
O=c1onc(-c2cccs2)n1Cc1ccccc1	2.9%	/
COc1ccc(C(=O)N2CCCc3ccccc32)cc1OC	2.4%	0.8%
O=C(NCCO)c1ccc(-c2nnc(Nc3ccc(O)cc3)c3ccccc23)cc1	3.4%	-1.6%
O=C(NCCCN1CCOCC1)c1ccc(Br)cc1	0.8%&-3.8%	-7.6%&3.0%
O=C1/C(=C/c2c3ccccc3nc3ccccc23)Sc2ccccc21	-4.4%	-0.2%
O=C(CSc1nnc(-c2ccco2)n1-c1ccccc1)NC(c1ccccc1)c1ccccc1	-1.3%	4.3%
CC1CCC(NC(=O)c2ccc(N3CCCC3=O)cc2)CC1 (configuration not stated)	-0.5%	-16.0%
CCC(=O)N1CCNC(=O)C1CC(=O)Nc1ccc(C)c(Cl)c1 (configuration not stated)	3.4%	-11.2%
N#Cc1c(N)n(-c2ccc(Br)cc2)c2nc3ccccc3nc12	-4.2%	-3.3%
Cc1cc(S(=O)(=O)Nc2cccc(O)c2)c(C)s1	-1.0%	0.6%
CCCCOC(=O)/C(=C\c1ccc([N+](=O)[O-])o1)NC(=O)c1ccccc1	-4.0%	/
SMILES	Hsp70 inhibitors	Rat MKP-3 inhibitors
CC(=O)c1cc2c(cc1NC(=O)CN1CCCCCCC1)OCO2	-3.5%	/
c1ccc(Cn2nnc3c(N4CCCCCC4)ncnc32)cc1	-0.7%	4.4%
CC(C)c1ccc(Nc2nc(NCc3ccco3)nc(N3CCOCC3)n2)cc1	1.8%	6.6%
COc1cc(C)c(C)cc1S(=O)(=O)N1CCN(Cc2ccc3c(c2)OCO3)CC1	4.1%	0.2%
Cc1cc(NC(=O)c2cnn3cccnc23)no1	-2.3%	-6.7%
COc1ccccc1N1CCN(C(c2ccccc2Cl)c2nnnn2C(C)(C)C)CC1 (configuration not stated)	1.4%	-3.7%
O=c1[nH]c2ccccc2nc1-c1cccs1	-1.7%	/
Cc1ccsc1/C=N/Nc1nc(Cl)c(Cl)cc1Cl	-2.7%	/
Cc1ccc(S(=O)(=O)/N=C2/C=C(S(=O)(=O)c3ccc(C)cc3)C(=O)c3ccccc32)cc1	9.3%	20.6%
O=C(CC1SC(=Nc2ccccc2)N(c2ccccc2)C1=O)Nc1ccccc1 (configuration not stated)	5.8%	1.6%
Cn1nc([N+](=O)[O-])nc1Oc1ccccc1	-1.2%	/
O=C(O)CN1C(=O)/C(=C/c2ccc(OCc3ccc(Cl)cc3Cl)cc2)SC1=S	-0.2%	0.1%
Cc1ccc(Nc2cc(C)nn2-c2nc(C)cc(C)n2)cc1	-1.7%	/
Cn1c(SCC(=O)N2CCCCC2)nc2cccnc21	-0.1%	-5.7%
CCOC(=O)c1ccc(NC(=O)CN(c2ccc(Cl)cc2C)S(=O)(=O)c2ccccc2)cc1	1.1%	7.0%
O=C1CCCc2c1[nH]c1ccc(CN3CCCCC3)cc21	0.8%&1.5%	1.0%&1.5%
CCCC(C(=O)NCc1ccccc1)N(C(=O)Cn1nnc(-c2cccs2)n1)c1ccc2c(c1)OCCO2 (configuration not stated)	-3.6%	/
COc1ccc(CSc2nncn2C)cc1	-4.5%	0.8%
CCCCN1C2CCCC1CC(NC(=O)N(C(C)C)C(C)C)C2 (configuration not stated)	6.4%	/
CC(=O)c1cccc(NC(=O)c2nccnc2C(=O)O)c1	5.7%	11.3%
CC(C(=O)Nc1ncc2c(n1)CC(C)(C)CC2=O)N1C(=O)c2ccccc2C1=O (configuration not stated)	-1.1%	-15.0%
Cc1cc([N+](=O)[O-])ccc1-c1ccc(C(=O)Nc2ccc(I)cc2Cl)o1	5.6%	-3.3%
CN1CCC(=NNC(=O)C(=O)NC2CCCCC2)CC1	7.3%	/
COC(=O)COc1ccc(S(=O)(=O)N2CCOCC2)cc1C	8.6%	-11.5%
COc1ccccc1CNC(=O)c1cc2sccc2n1C	-4.4%	1.4%
SMILES	Hsp70 inhibitors	Rat MKP-3 inhibitors
CC(C)CCn1c(NCCN(C)C)nc2c1c(=O)[nH]c(=O)n2C	-0.7%	2.2%
OCc1nc2ccccc2n1CCOc1ccccc1	2.7%	-0.1%
O=C(c1ccc(Cl)c(F)c1F)N1CCCC1	3.4%	-1.9%
Cc1ccc2nc(CSc3nnc(Cc4cccs4)n3C3CCCCC3)cc(=O)n2c1	8.6%	2.8%
Cc1ccc(S(=O)(=O)Cn2nnnc2C(CC(C)C)N2CCN(c3ccc(F)cc3)CC2)cc1 (configuration not stated)	5.3%	-1.3%
COc1ccc(C2CC(c3ccc(F)cc3)Nc3nc(N)nn32)cc1 (configuration not stated)	-0.1%	-1.2%
CCc1nnc(NC(=O)CN2CCN(c3nc(-c4ccccc4)cs3)CC2)s1	-4.5%	-4.3%
O=C1C(=O)N(Cc2cccnc2)C(c2ccc3c(c2)OCO3)/C1=C(\O)c1ccccc1 (configuration not stated)	-0.7%	4.5%
CC(C)c1nnc(NC(=O)CSc2nncn2C)s1	12.6%	0.7%
COc1ccc2[nH]c(=O)c(CN(CCN(C)C)C(=O)NCc3ccccc3)cc2c1	-1.5%	-2.0%
Cc1nn(-c2cc(N3CCNCC3)ccc2[N+](=O)[O-])c(=O)c2ccccc12	-0.9%	/
O=C(CCNS(=O)(=O)c1cccc2nsnc12)NCCC1=CCCCC1	-5.7%	-1.1%
COc1ccc(N2C(=O)NC(=O)/C(=C/c3cn(CCOc4ccccc4OC)c4ccccc34)C2=O)cc1	2.2%	0.3%
COc1ccc(C(=O)c2ccc(Cl)cc2Cl)cc1	0.1%	/
COc1ccc(/C=C2/SC(=O)N(NS(=O)(=O)c3ccccc3)C2=S)cc1OC	-22.7%	/
CCOC(=O)/C(C#N)=C/C1=Cc2c(OC)c3ccccc3n2C1=O	11.9%	-1.4%
CN(C(=O)COC(=O)C1CCN(S(=O)(=O)c2cccs2)CC1)C1CCS(=O)(=O)C1 (configuration not stated)	3.5%	-9.3%

An excerpt. The share of hits here may be higher or lower than overall.
